CHRM4 PAM: CHRM4 positive allosteric modulation. P08173. CHO-K1 hM4/Gqi5, Fluo-8 calcium fluorescence, ACh EC20; 0% = ACh EC20, 100% = maximal ACh. activation, % at 3 µM. 0.4% of 360,000 active. AID 624126;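 active = activation above its plate's cutoff, the mean activation of sample wells plus 3 SD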; also: some results filed as inactive read as strong as hits
CRFR2-BP antag: CRF-BP/CRF-R2 complex antagonism; HEK293 CRF-R2/CRF-BP, CRF-induced calcium fluorescence; 0.59% of 350,000 active; inhibition, % at 11.8 µM; AID 588475;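 active = inhibition of the ligand-induced calcium signal above about 50% at the single tested concentration, limit read from the data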
CRFR2-BP ag: agonists of human CRF-binding protein/CRF-R2 receptor complex | HEK293 CRF-R2/CRF-BP, calcium dye fluorescence (FLIPR); percent of saturating CRF peptide response | activation, % at 13.2 µM | 0.46% of 350,000 active;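 active = activation of at least 50%, plus an integration ratio under a set limit after plate pattern correction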;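 also: plate controls were neutral control wells without compound for no effect and CRF at EC100 for full effect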
TAAR1 ag: agonists of human TAAR1 | CHO RD-HGA16 TAAR1, Fluo-8 calcium fluorescence; vehicle wells 0%, saturating PEA agonist 100% | activation, % at 3 µM | 0.99% of 360,000 active | AID 624467;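 active = activation above the mean activation of all test compounds in the run plus 3 SD, cut at about 38% in these data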
Target sequence (Q96RJ0 whole entry, looked up): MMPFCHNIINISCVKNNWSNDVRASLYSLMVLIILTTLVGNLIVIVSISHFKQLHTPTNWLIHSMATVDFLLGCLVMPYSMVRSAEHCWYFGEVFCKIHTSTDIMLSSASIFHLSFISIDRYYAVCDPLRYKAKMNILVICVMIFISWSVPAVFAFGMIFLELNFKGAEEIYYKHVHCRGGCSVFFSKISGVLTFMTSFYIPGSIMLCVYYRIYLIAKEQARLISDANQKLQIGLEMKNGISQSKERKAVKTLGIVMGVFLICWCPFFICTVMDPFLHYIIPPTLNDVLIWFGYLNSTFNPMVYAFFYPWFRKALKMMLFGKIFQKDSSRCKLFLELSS
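Test system: RD-HGA16 (CHO) cells co-expressing Gα16 and hTAAR1; dosing: one-point dosing at 3 µM (nominal); timing: 17-24 h seeding, 75 min 37 °C dye, 30 min RT; signal: kinetic Fluo-8 calcium fluorescence; read-out basis: % activation relative to PEA EC100 response; controls: DMSO and PEA EC100; replicates: n 1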
CHRM5 agonist: CHRM5 agonism in calcium assay; P08912; CHO-K1 hM5 cells, Fluo-8 calcium fluorescence; 0% DMSO wells, 100% maximal acetylcholine response; activation, % at 3 µM; 0.19% of 360,000 active;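 active = activation above the run's mean over test compounds plus 3 SD, cut at about 23% in these data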;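 also: signal is peak over basal fluorescence ratio across the kinetic read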
Target sequence (P08912 whole entry, looked up): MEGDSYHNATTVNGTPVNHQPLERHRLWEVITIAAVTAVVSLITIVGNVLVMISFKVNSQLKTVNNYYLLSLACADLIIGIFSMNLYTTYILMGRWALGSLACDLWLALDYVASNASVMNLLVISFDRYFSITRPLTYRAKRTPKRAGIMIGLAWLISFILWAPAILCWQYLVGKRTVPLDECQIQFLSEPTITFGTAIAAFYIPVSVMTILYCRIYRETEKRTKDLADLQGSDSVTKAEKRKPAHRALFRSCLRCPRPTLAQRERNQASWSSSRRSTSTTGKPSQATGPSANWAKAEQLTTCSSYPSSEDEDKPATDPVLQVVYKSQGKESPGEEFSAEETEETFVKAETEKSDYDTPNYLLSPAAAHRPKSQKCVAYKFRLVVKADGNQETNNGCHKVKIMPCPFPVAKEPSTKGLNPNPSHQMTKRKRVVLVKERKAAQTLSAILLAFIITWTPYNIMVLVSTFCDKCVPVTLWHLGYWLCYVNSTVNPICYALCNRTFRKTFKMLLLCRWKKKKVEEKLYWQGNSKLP
M5 PAM: positive allosteric modulators of human muscarinic M5 receptor; AID 624038; 0.3% of 360,000 active; activation, % at 3 µM; CHO-K1 hM5, Fluo-8 calcium, ACh EC20 PAM; 0% = ACh EC20, 100% = ACh EC100; P08912;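 active = activation above the run cutoff, the mean activation of all test compounds plus 3 SD, cut at about 18% in these data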
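System: CHO-K1 hM5 cells. Reagent: acetylcholine, EC20 level. Compound dosing: single dose, 3 µM nominal final test concentration. Timing: Post-acetylcholine fluorescence recording 140 s. Detection: Fluo-8 calcium fluorescence. Read-out: % activation, ACh-normalized. Benchmarks: ACh EC20 and EC100 wells. Repeats: singlicate, one well per test compound.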
M5 antag: antagonists of human muscarinic M5 receptor (CHRM5). P08912. CHO-hM5 cells, Fluo-8 calcium fluorescence, ACh EC80. inhibition, % at 3 µM. 0.59% of 360,000 active;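 active = inhibition above a per-plate cutoff, the mean of that plate's test compounds plus 3 SD, cut at about 27% in these data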;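 also: 0% = acetylcholine EC80 with DMSO and 100% = DMSO without agonist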
TAAR1 antag: human TAAR1 antagonism | inhibition, % at 3 µM | CHO RD-HGA16 TAAR1, Fluo-8 calcium fluorescence, antagonist | 1.5% of 360,000 active | AID 624466;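 active = inhibition above a per-plate cutoff, the mean inhibition of test compounds on that plate plus 3 SD, cut at about 49% in these data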;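 also: 0% = DMSO plus EC80 beta-PEA response and 100% = DMSO alone without agonist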
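System: CHO RD-HGA16 cells bearing hTAAR1. Reagent: EC80 β-phenethylamine stimulus. Schedule: seeding 17-24 h prior, 75-min 37 °C, 30-min RT dye loading. Signal: Fluo-8 intracellular calcium dye fluorescence, real-time kinetic reads. Read-out: % inhibition from peak post-agonist over basal fluorescence ratio. Benchmarks: vehicle wells and EC80 agonist wells. Replicates: n of 1.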
M1 PAM parental: M1 PAM counterscreen hit in parental CHO-K1 cells; ATP EC20, Fluo-8 calcium fluorescence; 0% at ATP EC20, 100% at ATP max; activation, % at 3 µM; 0.02% of 360,000 active;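 active = activation above the run cutoff, the mean activation of all test compounds plus 3 SD, cut at about 40% in these data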;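 also: peak over basal fluorescence ratio in a 140 s read after ATP addition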
* = called active by the depositor; . = not tested or not shown. An unsorted share of the library (roughly 4.2% active in at least one column).

SMILES	CHRM4 PAM	CRFR2-BP antag	CRFR2-BP ag	TAAR1 ag	CHRM5 agonist	M5 PAM	M5 antag	TAAR1 antag	M1 PAM parental
CCc1ccccc1NC(=O)C(Cc1cccc(OC)c1OC)c1nn[nH]n1 (centres undefined)	15	-9	-1.3	27	2	8	-5	9	14
Cc1ccc(NC(=O)c2ccc(N3CCCC3=O)cc2)cc1S(=O)(=O)N1CCCCC1	0	1	1.7	4	1	-2	-2	-6	12
O=C(CCN=C1NS(=O)(=O)c2ccccc21)OCC(=O)c1ccccc1Cl	-7	0	-0.7	5	6	-3	6	-14	-17
CCOC(=O)c1c(CN(CC)CC)n(-c2ccccc2)c2ccc(O)cc12	-1	0	1.5	-1	-5	1	-1	-3	4
O=C1[C@H]2CC3CCC2(O3)[C@@H]2OCCCN12 (some centres undefined)	-3	10	-2.0	4	-3	12	10	-1	15
CCOc1ccc(NC(=O)Nc2cc(C(C)C)c(O)cc2C)cc1	-10	34	0.7	-2	-14	-8	10	-2	0
CCC(=O)NCc1cc(-c2nn(C)c(=O)c3ccccc23)ccc1C	3	-3	0.8	19	3	-1	-1	-5	10
O=C(CSc1nnnn1-c1cccnc1)Nc1cccc(Cl)c1	0	-3	-0.2	3	-4	-4	8	3	6
Cc1ccc(OCc2nnc(N)s2)cc1	15	4	-0.8	7	-4	2	-5	2	-5
CC(=O)c1ccc(N2CCN(C(=S)Nc3ccccc3F)CC2)cc1	3	25	-0.5	4	3	-2	-2	15	7
O=C(NC1CC(=O)N(c2ccc(Cl)cc2)C1)C1CC1 (centres undefined)	7	5	-1.4	0	-3	8	6	-11	7
C=Cc1ccc2c(c1)N(C)C(=C)S2	-3	-12	0.1	10	4	1	6	4	-3
CCOc1ccc(Br)cc1S(=O)(=O)Nc1ncn[nH]1	-5	-17	0.8	2	-3	6	7	8	7
O=C(NC1CCSC1=O)c1ccc(Cl)cc1 (centres undefined)	-3	25	-3.8	.	0	4	-4	.	1
CC(C)c1ccc(CN2CCSCC2)cc1	-1	-8	-1.8	0	0	3	4	-1	11
CSc1ccccc1C(=O)Nc1nc2ccccc2c(=O)[nH]1	-9	0	-5.6	12	4	0	-13	12	11
CCc1ccc(OCc2nnc(SCC(=O)NC3CCCCC3)o2)cc1	-2	-11	-0.5	-5	-4	5	1	3	-10
CCCc1[nH]nc2c1C(c1c(C)nn(-c3ccccc3)c1Cl)C(C#N)=C(N)O2 (centres undefined)	-3	-2	-1.9	12	-3	-4	2	13	18
O=C(NC1CC1)c1c(O)c2ccccc2[nH]c1=O	-6	2	-1.4	-2	-3	-5	11	8	16
COc1cccc(-c2cc(C(=O)Nc3cccnc3)no2)c1	3	-6	-0.1	6	0	-1	1	25	15
CCC(=O)c1ccc(OCC(=O)Nc2cc(S(=O)(=O)N3CCCCC3)ccc2N2CCN(CC)CC2)cc1	8	0	-0.4	11	-7	2	0	-10	7
O=C(c1ccc(Cl)cc1Cl)c1ncc(C(F)(F)F)cc1Cl	-4	2	-2.0	3	0	0	8	-10	0
O=C(NC1CCCCC1)C(=S)N1CCCC1	0	-25	-0.2	2	1	1	8	-13	1
Cc1cc(C(F)(F)F)nn1CC(=O)Nc1ccc(Br)c2cccnc12	6	-10	0.7	13	-9	-8	-8	44	19
Cc1ccc(N=C2NC(=O)c3cc([N+](=O)[O-])ccc32)cc1	0	-8	-6.7	-2	0	-4	2	-15	12

An excerpt of these results, as labelled records:
> COc1cccc(-c2cc(C(=O)Nc3cccnc3)no2)c1
- CHRM4 PAM: 3
- CRFR2-BP antag: -6
- CRFR2-BP ag: -0.1
- TAAR1 ag: 6
- CHRM5 agonist: 0
- M5 PAM: -1
- M5 antag: 1
- TAAR1 antag: 25
- M1 PAM parental: 15
> CCC(=O)c1ccc(OCC(=O)Nc2cc(S(=O)(=O)N3CCCCC3)ccc2N2CCN(CC)CC2)cc1
- CHRM4 PAM: 8
- CRFR2-BP antag: 0
- CRFR2-BP ag: -0.4
- TAAR1 ag: 11
- CHRM5 agonist: -7
- M5 PAM: 2
- M5 antag: 0
- TAAR1 antag: -10
- M1 PAM parental: 7
> O=C(c1ccc(Cl)cc1Cl)c1ncc(C(F)(F)F)cc1Cl
- CHRM4 PAM: -4
- CRFR2-BP antag: 2
- CRFR2-BP ag: -2.0
- TAAR1 ag: 3
- CHRM5 agonist: 0
- M5 PAM: 0
- M5 antag: 8
- TAAR1 antag: -10
- M1 PAM parental: 0
> O=C(NC1CCCCC1)C(=S)N1CCCC1
- CHRM4 PAM: 0
- CRFR2-BP antag: -25
- CRFR2-BP ag: -0.2
- TAAR1 ag: 2
- CHRM5 agonist: 1
- M5 PAM: 1
- M5 antag: 8
- TAAR1 antag: -13
- M1 PAM parental: 1

Further compounds follow.
SMILES	CHRM4 PAM	CRFR2-BP antag	CRFR2-BP ag	TAAR1 ag	CHRM5 agonist	M5 PAM	M5 antag	TAAR1 antag	M1 PAM parental
NC(N)=NC(N)=Nc1ccccc1	11	24	-0.1	9	4	1	6	18	-12
O=C(c1ccco1)N1N=C(c2cccs2)CC1c1ccco1 (centres undefined)	4	-11	0.6	5	-2	3	-3	11	-9
CCCCNC(=O)CNC(=O)c1nn(-c2ccc(OC)cc2)c(=O)c2ccccc12	0	-2	-2.4	2	-1	-2	12	-1	-5
O=C(NCCOc1ccc(Cl)cc1)C1CC(=O)N(c2ccc3c(c2)OCCO3)C1 (centres undefined)	-2	5	-1.2	6	4	-4	2	0	17
COc1ccccc1OCCCC(=O)NCc1ccco1	-3	-5	1.6	1	0	4	1	-12	-2
O=C(Nc1ccc(F)cc1F)C1CCCN(c2ncnc3c2nc2n3CCCCC2)C1 (centres undefined)	13	-17	-0.6	.	0	1	-11	.	22
Cc1ccc(S(=O)(=O)N[C@@H](Cc2ccccc2)C(=O)N2CCC(C(=O)N[C@@H](CCC(N)=O)C(=O)O)CC2)cc1	3	6	1.9	2	1	2	1	1	10
CCc1cccc(N(C(=O)c2csnn2)C(C(=O)NC2CCCCC2)c2ccncc2)c1 (centres undefined)	-3	-8	-1.1	-1	-3	0	2	1	7
Cc1ccc(NC(=O)c2ccsc2)cc1NS(C)(=O)=O	5	7	0.3	.	-1	-2	-4	.	11
COCCn1cc(C(=O)NCCN(C)C)c2c3ccccc3n(C)c2c1=O	9	0	-0.3	8	-4	2	-5	2	-3
CN(C)c1nc(C(=O)OCCO)nc(N(C)C)n1	1	10	0.7	7	1	0	0	-4	9
CCCCNC(=O)C1C(c2ccc(C(F)(F)F)cc2)=Nc2ccccc2N1C(C)=O (centres undefined)	3	.	.	-1	-2	-1	4	-15	.
Nc1nnnn1/N=C/C=C/c1ccccc1	5	11	-1.6	-2	-7	6	-5	13	19
Cc1ccc(OCC(=O)Nc2ccncc2)c(C)c1	-6	7	0.2	5	11	-17	9	-6	-24
COC(=O)C(C(=O)OC)=C(/C=C/N(C)C)N(C)C	-3	14	1.7	13	1	-2	-4	10	9
O=C(NCc1ccco1)C1CCN(C(=O)c2ccc(Cl)cc2)CC1	1	1	-0.5	0	1	1	3	8	9
O=C(OCC(O)COC(=O)c1cccnc1)c1cccnc1	-10	15	7.0	0	0	-5	-10	-5	-12
COc1cccc2cc(C(=O)NCc3ccco3)c(=Nc3ccc(C(=O)O)cc3)oc12	8	41	-1.3	3	2	3	-5	34	18
O=C(CNCc1ccccc1)NCCCN1CCCC1=O	1	22	-1.1	5	1	-3	10	2	2
Cc1cc(/C=C2/NC(=O)NC2=O)c(C)n1-c1ccccn1	6	-7	4.9	3	0	1	-12	-20	15
CCCNC(=O)C1(CC2CC(c3ccccc3)=NO2)CCN(C(=O)Cc2ccc(F)cc2)CC1 (centres undefined)	1	4	-2.5	11	-1	1	7	-2	-1
COc1ccc(Br)cc1CNC(=O)C1CCCN(c2nc3ccccc3o2)C1 (centres undefined)	0	15	-0.2	12	2	-3	2	-1	15
CCOC(=O)c1ccc(NC(=O)CSc2nc(=O)n3cccc(C)c3n2)cc1	1	4	0.4	1	7	-3	1	-6	-15
Cc1ccc(S(=O)(=O)c2nc(NN(C)C)sc2Cl)cc1	2	-4	-1.5	1	2	-5	1	-42	17
O=C(Nc1cccc(C(=O)N2CCCCC2)c1)c1ccc(Cl)cc1	1	-17	-0.3	-2	0	-2	11	-17	-24

One compound at a time, as listed above:
Results for O=C(NCCOc1ccc(Cl)cc1)C1CC(=O)N(c2ccc3c(c2)OCCO3)C1 (centres undefined) → CHRM4 PAM = -2; CRFR2-BP antag = 5; CRFR2-BP ag = -1.2; TAAR1 ag = 6; CHRM5 agonist = 4; M5 PAM = -4; M5 antag = 2; TAAR1 antag = 0; M1 PAM parental = 17
Results for CCOC(=O)c1ccc(NC(=O)CSc2nc(=O)n3cccc(C)c3n2)cc1 → CHRM4 PAM = 1; CRFR2-BP antag = 4; CRFR2-BP ag = 0.4; TAAR1 ag = 1; CHRM5 agonist = 7; M5 PAM = -3; M5 antag = 1; TAAR1 antag = -6; M1 PAM parental = -15
Results for O=C(OCC(O)COC(=O)c1cccnc1)c1cccnc1 → CHRM4 PAM = -10; CRFR2-BP antag = 15; CRFR2-BP ag = 7.0; TAAR1 ag = 0; CHRM5 agonist = 0; M5 PAM = -5; M5 antag = -10; TAAR1 antag = -5; M1 PAM parental = -12

Going on with the list:
SMILES	CHRM4 PAM	CRFR2-BP antag	CRFR2-BP ag	TAAR1 ag	CHRM5 agonist	M5 PAM	M5 antag	TAAR1 antag	M1 PAM parental
COc1ccc(N(C(=O)CCl)C(C)(C(=O)Nc2c(C)cccc2C)c2ccccn2)cc1 (centres undefined)	-1	5	0.4	.	-2	-3	1	.	-5
CCc1nnc(NC(=O)CSc2nnc(-c3ccccc3NC(=O)c3ccccc3)o2)s1	3	-2	3.3	-4	3	5	-10	4	-7
Cc1nc2ncnn2c(C)c1CCC(=O)NCCC1=CCCCC1	2	8	0.5	19	2	-8	4	-4	14
COc1ccc(C(=O)C(CCC(CNC(C)(C)C)C(=O)c2ccc(OC)cc2)CNC(C)(C)C)cc1 (centres undefined)	0	-60	29	4	-1	5	-4	12	23
CCc1ccc(OCC(=O)NNC(=O)CSc2ncnc3sc(C)c(C)c23)cc1	5	9	-0.1	15	-2	9	-8	-20	14
C/C(=N\NC(=O)c1cccc(S(=O)(=O)Nc2ccccc2Cl)c1)c1ccco1	9	-1	0.4	0	-3	-2	3	-18	7
CCNCc1cc2cc(C)ccc2[nH]c1=O	16	-21	2.2	2	-3	0	0	-18	23
